Bioassay records (PubChem)
HEK293 cAMP ctrl = raises cAMP in parental HEK293 cells, TSHR agonist counter-screen | parental HEK293 CNG cAMP sensor, membrane potential fluorescence | 73,000 tested, 2.5% active | Potency, µM (top dose mostly 57.1 µM), for the others: top-dose activation, hits mostly activators; further: potency means the concentration at half of the fitted maximal effect; % of control where 0% means no effect; nearly all actives have a fitted effect of over 55% in size
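Parental HEK 293 cells stably expressing a cAMP-gated CNG channel were loaded with membrane potential dye containing 100 uM RO 20-1724 for 60 min. Compound added for 30 min; depolarization read as fluorescence intensity at 590 nm.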
Casp1 inh = allosteric or competitive inhibitors of human caspase-1 | 75,000 tested, 0.03% active | AID 900 | P29466 | Potency, µM (highest dose often 57.5 µM), inactives show at the top dose activity change, negative = inhibition, most hits filed as inhibitors | Caspase-1 enzyme, Ac-WEHD-AFC fluorogenic rate;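 further: potency means the concentration at half of the fitted maximal effect; plate controls were vehicle for no effect and no substrate for full effect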
Target sequence (P29466 120-297 limits assumed): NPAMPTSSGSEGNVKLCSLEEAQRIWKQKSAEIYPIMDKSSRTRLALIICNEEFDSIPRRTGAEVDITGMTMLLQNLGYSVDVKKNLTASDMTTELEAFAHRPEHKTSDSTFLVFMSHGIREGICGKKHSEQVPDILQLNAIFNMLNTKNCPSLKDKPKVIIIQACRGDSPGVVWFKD
Target sequence (P29466 317-404 limits assumed): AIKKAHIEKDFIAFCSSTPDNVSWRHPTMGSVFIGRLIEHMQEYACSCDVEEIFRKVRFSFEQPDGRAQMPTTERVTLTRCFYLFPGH
Casp7 inh = allosteric or competitive inhibitors of human caspase-7; recombinant caspase-7, Ac-DEVD-AFC fluorescence rate; Potency, µM (series often up to 57.5 µM), for inactives: at the top dose activity change, negative = inhibition, usual class: inhibitors; AID 889; P55210; 75,000 tested, 0.02% active; active means well fitted inhibition curve with a large enough effect in the main read-out, with a control signal flat, not every such curve was filed as active; inconclusive means small, poorly fitted or top-dose-only effect, or a change in a side signal; further: potency means the concentration at half of the fitted maximal effect; % of control where 0% means no effect
BRCT inh green = inhibitors of human BRCA1 BRCT-phosphoprotein interaction (green fluorophore) | P38398 | BRCA1 BRCT-phosphopeptide binding, green fluorescence polarization | Potency, µM (highest dose often 76.9 µM), for inactives: at the top dose activity change, negative = inhibition, usual class: inhibitors | 75,000 tested, 0.05% active | AID 875;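 further: potency means the concentration at half of the fitted maximal effect; plate controls were peptide without protein for full effect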
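Compounds were incubated for 12 min at room temperature with a complex of 100 nM fluorescein-tagged pBACH1 decapeptide and 250 nM His-tagged BRCT protein. Buffer was phosphate pH 7.3 with EDTA, DTT and Tween 20. Disruption of binding lowers the polarization signal.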
CRE-bla Fsk = modulators of forskolin-stimulated CRE signaling in CHO cells; CHO CRE-bla reporter (cAMP response element driving beta-lactamase), forskolin EC10, beta-lactamase ratio; Potency, µM (series often up to 38.2 µM), for the others: at the highest dose activity change, negative = inhibition, actives largely listed as activators; 71,000 tested, 2.5% active; active means well fitted activation curve with a large enough effect in the signal ratio, with a control signal flat, not every such curve was filed as active; inconclusive means small, poorly fitted or top-dose-only effect, or effect the other way, or a change in a side signal; the % refers to the signal ratio; further: potency means the concentration at half of the fitted maximal effect; % of control where 0% means no effect
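Titrated compounds plus EC10 NKH 477 on CHO CRE-bla cells, 3 h, 37 °C. CCF4, 2 h RT. Ratio 460/530 nm → AC50.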
ERK AVP block = inhibitors of vasopressin-stimulated ERK signaling pathway; HEK293-V1b, vasopressin-stimulated pERK AlphaScreen; Potency, µM (highest dose often 57.5 µM), for the others: at the highest dose activity, negative = inhibition, actives largely listed as inhibitors; 72,000 tested, 0.99% active; further: potency means the concentration at half of the fitted maximal effect; on the % scale 0 is the no-effect control and ±100 the full control effect; nearly all actives have a fitted effect of over 55% in size
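Overnight-seeded V1b-HEK293 cells in 1% FBS got compound, then vasopressin (25 nM final, 5 min, 37C), then lysis buffer. AlphaScreen detection of phospho-ERK; activity normalized to basal and full-stimulation controls.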
A350 autofl = A350 region autofluorescence; Compound autofluorescence, 340/450 nm, Alexa 350 dye-equivalents; hits give high values; max dye-equivalent concentration, M; 59,000 tested, 11% active; AID 590; in the data active means max dye-equivalent concentration above about 10 nM; inconclusive means mostly about 1.1 nM to 9.6 nM
Luciferase inh = blocks Photinus pyralis firefly luciferase activity; P08659; purified firefly luciferase, luminescence, 8 min; Potency, µM (titrated, usually from 57.1 µM), for inactives: at the top dose activity change, negative = inhibition, usual class: inhibitors; 72,000 tested, 2.2% active; AID 411; further: potency means the concentration at half of the fitted maximal effect; on the % scale 0 is the no-effect control and ±100 the full control effect; nearly all actives have a fitted effect of over 40% in size
Target sequence (P08659 whole entry, looked up): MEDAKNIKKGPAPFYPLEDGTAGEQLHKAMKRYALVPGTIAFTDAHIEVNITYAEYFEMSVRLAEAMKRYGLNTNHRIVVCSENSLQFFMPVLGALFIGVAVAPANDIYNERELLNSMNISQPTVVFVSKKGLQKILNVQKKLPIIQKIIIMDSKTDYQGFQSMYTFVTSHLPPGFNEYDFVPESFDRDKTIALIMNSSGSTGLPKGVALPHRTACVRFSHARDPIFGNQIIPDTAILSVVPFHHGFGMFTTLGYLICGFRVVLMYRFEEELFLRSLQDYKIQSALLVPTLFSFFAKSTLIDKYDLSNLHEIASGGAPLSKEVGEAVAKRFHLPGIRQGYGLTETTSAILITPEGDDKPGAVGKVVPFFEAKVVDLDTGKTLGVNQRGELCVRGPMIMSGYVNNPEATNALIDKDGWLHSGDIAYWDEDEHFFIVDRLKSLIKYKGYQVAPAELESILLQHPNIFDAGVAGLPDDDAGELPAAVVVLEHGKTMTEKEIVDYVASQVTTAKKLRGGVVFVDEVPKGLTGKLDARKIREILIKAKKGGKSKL
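Substrate buffer containing 10 uM ATP (pH 7.2 imidazole, Mg2+, KCl, detergent, BSA) is dispensed, compound pinned in, then luciferase/luciferin detector mix added. After 8 min at ambient temperature, light output is measured.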
USP2a inhib = blocks human ubiquitin-specific protease USP2a; O75604; 60,000 tested, 0.1% active; Potency, µM (doses to about 38.3 µM), inactives show at the top dose activity change, negative = inhibition, usual class: inhibitors; USP2a enzymatic assay, qHTS inhibition;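 further: potency means the concentration at half of the fitted maximal effect; nearly all actives have a fitted effect of over 60% in size; plate controls were DMSO for no effect and NEM full inhibition control for full effect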
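USP2 core (20nM final) preincubated 30 min RT with compound, then Ub-PLA2 20nM and NBD C6-HPC 20uM final added; buffer 20mM Tris-HCl pH 8.0, 2mM CaCl2. Fluorescence Ex 460/Em 535 read at 0 and 2.5 h; normalized to NEM.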
BRCT inh red = BRCT-phosphoprotein interaction inhibition (red fluorophore). 75,000 tested, 0.03% active. Potency, µM (series often up to 76.9 µM), for the others: at the top dose activity change, negative = inhibition, most hits filed as inhibitors. BRCT-phosphopeptide binding, red fluorescence polarization. P38398; further: on the % scale 0 is the no-effect control and ±100 the full control effect
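Rhodamine-labelled pBACH1 10-mer (100 nM) bound to BRCT domain (100 nM) at pH 7.3; compounds incubated 12 min room temperature, polarization read. Free peptide defines full inhibition; unlabelled decapeptide titrated as control.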
Tau fil binding = binders of human tau filaments; recombinant tau filaments, thioflavin S fluorescence, 15 h; filaments grown with octadecylsulfate alongside compound; Potency, µM (highest dose often 57.1 µM), without a hit: at the top dose activity change, negative = inhibition; 71,000 tested, 2% active; AID 596;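 further: potency means the concentration at half of the fitted maximal effect; on the % scale 0 is the no-effect control and ±100 the full control effect; actives lower thioflavin S fluorescence by blocking filaments or displacing dye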
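ThS-based fibril read: tau 1 uM final, inducer ODS 30 uM final, 37 C for 15 h, ex 450/em 510 nm.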
* marks the source's active call; other numbers are inactive results; i = inactive; ? = inconclusive; / = not tested or not shown; [ ] = dose if it differs, or a comment. Unless noted, the call rests on the fitted dose curve; in most records, active means well fitted curve in the direction sought with a large enough effect; inconclusive means small, poorly fitted or top-dose-only effect, or another doubt; inactive means no such curve, though single readings can be large; an effect the other way counts as inactive or inconclusive. Hits appear at their usual frequency; 16% or so of the library scored in one or more.

The line under a structure holds: HEK293 cAMP ctrl | Casp1 inh | Casp7 inh | BRCT inh green | CRE-bla Fsk | ERK AVP block | A350 autofl | Luciferase inh | USP2a inhib | BRCT inh red | Tau fil binding
> CN(c1ccccc1C(=O)N1CCCC1)S(C)(=O)=O
    0% | 3% | -3% | -1.7% | 2% | 8% | i | 0% | -7% | 0.6% | 29%
> CCOc1ccc(S(=O)(=O)n2c(C)nc3ccccc32)cc1
    13% | -2% | -1% | -2.5% | ? | -4% | / | 4% | / | 2.1% | 11%
> CCOC(=O)C1=C(C)NC(=O)NC1c1ccoc1 (stereo unspecified)
    8% | 1% | -1% | -0.7% | 1% | 38%[activator] | ? | 1% | 1% | 0.4% | -1%
> Cc1ccc(CN2C(=O)CCC2C(=O)NC2CCCC2)cc1 (stereo unspecified)
    1% | -1% | -1% | -1.0% | ? | 22% | i | 1% | 6% | 0.3% | 8%
> COCCN1CCn2c(nc3cc(NC(=O)c4ccc(OC)cc4)ccc32)C1
    -5% | -6% | -4% | 4.6% | 4% | ? | 1.7e-08M* | -27% | 42%[activator] | -1.3% | 25µM*
> O=c1c2ccccc2nnn1Cc1nnc(-c2ccccc2Br)o1
    28% | -1% | -3% | 0.9% | ? | 13% | i | -2% | 22% | -2.8% | -25%
> CCOc1ccccc1/C=C(\C#N)C(N)=O
    12%[11.4 µM] | 2%[11.5 µM] | 0%[11.5 µM] | 1.3%[15.4 µM] | -7%[7.6 µM] | -9%[11.5 µM] | ? | 1%[11.4 µM] | / | -0.4%[15.4 µM] | -4%[11.4 µM]
> COc1ccc2[nH]c(C(=O)c3ccccc3)cc2c1
    7.9µM* | -4% | -25% | -1.3% | ? | 4% | / | 2% | / | -0.4% | ?
> COC(=O)C(NC(=O)c1ccccc1)=C1CCCCC1
    15% | 0% | -1% | -0.5% | 2% | 18% | / | -1% | 3% | 1.3% | 1%
> CCOC(=O)C1=C(CS(=O)(=O)c2ccc(F)c(C)c2)NC(=O)NC1c1ccc(O)c(O)c1 (stereo unspecified)
    ? | 0% | -4% | -2.7% | -12% | 25µM* | / | -5% | / | -1.1% | 1%
> COc1ccc(OC)c(NC(=O)CN2C(=O)c3ccccc3S2(=O)=O)c1
    6%[11.4 µM] | 0% | 1% | 0.5% | ? | -10% | / | 2% | 3%[7.66 µM] | -0.8% | 38%[11.4 µM]
> NC(=O)CNC(=O)C1CCCc2c1[nH]c1ccc(Cl)cc21 (stereo unspecified)
    -48%[inhibitor] | -5% | -3% | -1.7% | ? | -1% | 1.6e-08M* | 2% | -7% | -0.9% | 3%
> CCCN(CCC)CCNC(=O)Cn1cnc2sc(C)c(S(=O)(=O)N3CCOCC3)c2c1=O
    3% | 2% | -1% | -1.0% | -1% | 12% | i | 2% | -2% | 2.4% | 6%
> CCCCn1c(C(C)O)nc2ccccc21 (stereo unspecified)
    3% | -2% | 0% | -1.1% | 0% | -3% | i | -3% | 0% | 0.2% | -6%
> O=C(Nc1ccccc1C(=O)NCc1cccnc1)c1ccco1
    -4% | -2% | 1% | -3.9% | ? | -25% | i | 3% | 0% | -1.3% | -1%
> O=C(CSc1nnc(-c2ccccc2)n1Cc1ccccc1)N1CCOCC1
    2% | -1% | -1% | -0.8% | 9% | -9% | i | 1% | 25% | -0.1% | -7%
> CCOc1nc(-c2ccccc2)ccc1-c1noc(-c2cccnc2)n1
    6% | -2% | -2% | -0.1% | 6% | -8% | ? | 1% | / | 0.8% | -5%
> Cc1cc(C(=O)NCC(c2ccco2)N(C)C)no1 (stereo unspecified)
    -4% | -1% | -3% | -1.6% | 28% | 0% | ? | 0% | 5% | -0.9% | -19%
> CCCCc1ccc(NC(=O)N[C@H](C(=O)O)C(C)CC)cc1 (stereo partly specified)
    3% | -2% | 2% | -0.9% | ? | ? | i | -3% | -9% | 1.1% | -3%
> CC(C)CC(=O)N1CCN(C(=O)c2cccc(F)c2)CC1
    5% | -3% | 1% | -1.5% | -4% | 2% | / | -1% | -5% | -1.3% | -11%
> CCCCCCC(=O)Nc1ccc(Cl)cn1
    20% | 1% | -1% | -0.1% | ? | 19% | i | 0% | 2% | -0.5% | 5%
> Cc1c(C(=O)c2no[n+]([O-])c2C(=O)c2cnn(C)c2C)cnn1C
    -1% | -1% | 1% | -3.9% | ? | -2% | i | -4% | -25% | -0.8% | 1%
> O=C(Oc1ccccc1)N1CCC2(CCCN(c3ncccn3)C2)CC1
    20µM* | -4% | -2% | 1.6% | -3% | 21% | i | -4%[11.4 µM] | ? | -1.3% | -10%
> COc1ccccc1N1CCN(C(=O)c2oc3cc(C)c(C)cc3c2C)CC1
    28% | 1% | -2% | -0.9% | 0% | -3% | i | 0% | 2% | -0.8% | 21%
> CCCC[C@H]1C[C@@H]1[C@@H]1N(P(=O)(c2ccccc2)c2ccccc2)C[C@@](O)(c2ccccc2)CC12CC2
    20% | -2% | -1% | -3.6% | 9% | 3% | / | / | / | -2.3% | 49%
> Cc1c(Cl)cccc1-n1nnnc1-c1cccs1
    ? | -1% | 0% | 0.2% | -5% | 24% | i | 0% | / | -0.3% | 2%
> CCCSc1nc(C)c(-c2csc(C(C#N)=C3CCCC3)n2)cc1C#N
    4% | -5% | -8% | 2.2% | ? | 9% | i | 0% | 27% | -3.2% | 16µM*
> O=C(NCCO[N+](=O)[O-])c1cccnc1
    -7% | 3% | 3% | -5.2% | -14% | 11% | / | -15% | / | -1.7% | ?
> O=C(CCN1C(=O)c2ccccc2C1=O)Nc1sc2c(c1C(=O)NCc1ccco1)CCCC2
    10% | -3% | -2% | -0.1% | 8% | ? | i | 1% | 40%[activator] | -2.3% | -29%
> COc1cc(OC)cc(-c2nc(-c3ccc(Br)cc3)no2)c1
    -2%[11.4 µM] | -2% | 1% | 0.7% | -7%[7.6 µM] | -4% | / | 1% | -3%[7.66 µM] | -0.8% | 186%[11.4 µM]
> COc1ccc(N2Cc3cccc(C(=O)NC(C)CCc4ccco4)c3C2=O)cc1 (stereo unspecified)
    8% | -5% | -21% | 2.7% | 12% | -17% | / | -10% | / | -6.8% | 59%
> Cc1ccc(NC(=O)c2oc3ccccc3c2NC(=O)c2ccc3c(c2)OCO3)cc1
    16% | -4% | 0% | -1.2% | 9% | 9% | 8.6e-08M* | -6% | 37%[activator] | -0.7% | 24%
> O=C(CCNS(=O)(=O)c1cccs1)Nc1nccs1
    3% | -1% | 2% | -0.2% | -1% | 11% | i | -2% | -2% | -0.4% | 2%
> COc1cccc(C2CC(=O)Nc3cc4c(cc32)OCCO4)c1OC(C)C (stereo unspecified)
    ? | 1% | -10% | -1.7% | ? | -23% | / | 2% | / | -0.7% | 1%
> COc1ccc(NC(C)=O)cc1NC(C)C(=O)Nc1ccccc1F (stereo unspecified)
    2% | 0% | 0% | -1.2% | -4% | -14% | i | 0% | 1% | 1.7% | -8%
> CSc1nc(C)cc(NC(N)=O)n1
    -2% | -2% | -2% | -1.8% | 18% | 22% | i | 2% | 1% | -1.0% | 5%
> COc1ccc(C(=O)Nc2ccc(N3CCOCC3)cc2)cc1OC
    -9% | 0% | 0% | -1.7% | 5% | -14% | / | ? | 2% | -1.6% | -18%
> COC(=O)C1=CN(CCCN2CCCC2=O)C=C(C(=O)OC)C1c1ccccc1C(F)(F)F
    22% | -2% | 0% | -1.1% | ? | 27% | / | 0% | -17% | -0.6% | 38%
> O=C(NC(Cc1ccc2c(c1)OCO2)C(=O)N1CCCC1C(=O)O)c1ccccc1 (stereo unspecified)
    2%[11.4 µM] | 0% | 0% | -1.9% | ? | -26% | / | 3% | -2%[7.66 µM] | 1.3% | -4%[11.4 µM]
> CC(C(=O)NC(=O)NC1CCCCC1)N1CCN(c2ccccn2)CC1 (stereo unspecified)
    2% | 0% | -1% | -0.9% | -13% | -12% | i | -4% | 6% | 0.4% | -3%

Reformatted: four of the compounds above.
molecule | HEK293 cAMP ctrl | Casp1 inh | Casp7 inh | BRCT inh green | CRE-bla Fsk | ERK AVP block | A350 autofl | Luciferase inh | USP2a inhib | BRCT inh red | Tau fil binding
NC(=O)CNC(=O)C1CCCc2c1[nH]c1ccc(Cl)cc21 (stereo unspecified) | -48%[inhibitor] | -5% | -3% | -1.7% | ? | -1% | 1.6e-08M* | 2% | -7% | -0.9% | 3%
COc1ccc(C(=O)Nc2ccc(N3CCOCC3)cc2)cc1OC | -9% | 0% | 0% | -1.7% | 5% | -14% | / | ? | 2% | -1.6% | -18%
Cc1ccc(CN2C(=O)CCC2C(=O)NC2CCCC2)cc1 (stereo unspecified) | 1% | -1% | -1% | -1.0% | ? | 22% | i | 1% | 6% | 0.3% | 8%
COc1ccc(NC(C)=O)cc1NC(C)C(=O)Nc1ccccc1F (stereo unspecified) | 2% | 0% | 0% | -1.2% | -4% | -14% | i | 0% | 1% | 1.7% | -8%
